Assay outcomes (PubChem BioAssay)
PrPC TRFRET – cell surface PrPC inhibition, primary TR-FRET screen. P04156. TR-FRET read-out. inhibition, % at 13.8 µM. hit rate 0.43% among 370,000. AID 720596; in the data active = inhibition above about 24%; note: 0% = median of the test wells and 100% = reference compound wells
BoNT A protease – BoNT A light chain protease inhibition. multiplex microsphere protease substrate cleavage, flow cytometry. inhibition, % at 10 µM. hit rate 0.17% among 360,000. AID 588499; note: plate controls were buffer without enzyme for full effect and enzyme alone for no effect
CCHF vOTU inh – blocks the CCHF virus ovarian tumor domain protease; CCHFV vOTU protease, Pep-AMC fluorescence; hit rate 0.55% among 370,000; inhibition, % at 11.5 µM; AID 651958; in the data active = inhibition above about 30%; note: 0% = vehicle wells with enzyme and 100% = no enzyme wells
Rv3671c inh – inhibitors of M. tuberculosis serine protease Rv3671c; P9WHR9; inhibition, % at 5.96 µM; hit rate 0.048% among 320,000; in the data active = inhibition above about 38%;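 note: extracellular domain of Rv3671c used as enzyme; 0% = enzyme with DMSO and 100% = no enzyme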
MazEF act – activators of E. coli MazEF toxin-antitoxin RNase. P0AE70. FAM/BHQ RNA-DNA oligo cleavage fluorescence, 5 h. activation, % at 20 µM. hit rate 0.32% among 350,000. AID 504720; in the data active = activation above about 50%
Target sequence (P0AE70 whole entry, looked up): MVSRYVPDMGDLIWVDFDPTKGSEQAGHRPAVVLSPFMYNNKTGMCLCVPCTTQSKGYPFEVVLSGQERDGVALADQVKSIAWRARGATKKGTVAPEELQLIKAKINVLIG
BoNT F protease – blocks Botulinum neurotoxin F light chain protease. Multiplex microsphere protease cleavage assay, flow cytometry. inhibition, % at 10 µM. hit rate 0.22% among 360,000. AID 588497; in the data active = inhibition above about 35%, passing the limit was not always enough; inconclusive = no clear call, values can overlap the other calls; note: plate controls were buffer without enzyme for full effect and enzyme alone for no effect
PriA SSB inh – K. pneumoniae PriA-SSBct interaction inhibition; AID 1272365; hit rate 0.6% among 430,000; AlphaScreen SSBct-PriA binding, biotinylated peptide; inhibition, % at 33 µM; in the data active = inhibition mostly above about 37%, no sharp cut-off; inactive = mostly below about 20%;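 note: plate controls were negative control peptide for no effect and reference peptide for full effect; strong numbers were not always called active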
Anthrax LF inh2 – blocks Bacillus anthracis lethal factor protease. inhibition, % at 10 µM. P15917. multiplex microsphere protease cleavage assay, LF. hit rate 0.12% among 360,000; note: plate controls were buffer without enzyme for full effect and enzyme alone for no effect
Target sequence (P15917 whole entry, looked up): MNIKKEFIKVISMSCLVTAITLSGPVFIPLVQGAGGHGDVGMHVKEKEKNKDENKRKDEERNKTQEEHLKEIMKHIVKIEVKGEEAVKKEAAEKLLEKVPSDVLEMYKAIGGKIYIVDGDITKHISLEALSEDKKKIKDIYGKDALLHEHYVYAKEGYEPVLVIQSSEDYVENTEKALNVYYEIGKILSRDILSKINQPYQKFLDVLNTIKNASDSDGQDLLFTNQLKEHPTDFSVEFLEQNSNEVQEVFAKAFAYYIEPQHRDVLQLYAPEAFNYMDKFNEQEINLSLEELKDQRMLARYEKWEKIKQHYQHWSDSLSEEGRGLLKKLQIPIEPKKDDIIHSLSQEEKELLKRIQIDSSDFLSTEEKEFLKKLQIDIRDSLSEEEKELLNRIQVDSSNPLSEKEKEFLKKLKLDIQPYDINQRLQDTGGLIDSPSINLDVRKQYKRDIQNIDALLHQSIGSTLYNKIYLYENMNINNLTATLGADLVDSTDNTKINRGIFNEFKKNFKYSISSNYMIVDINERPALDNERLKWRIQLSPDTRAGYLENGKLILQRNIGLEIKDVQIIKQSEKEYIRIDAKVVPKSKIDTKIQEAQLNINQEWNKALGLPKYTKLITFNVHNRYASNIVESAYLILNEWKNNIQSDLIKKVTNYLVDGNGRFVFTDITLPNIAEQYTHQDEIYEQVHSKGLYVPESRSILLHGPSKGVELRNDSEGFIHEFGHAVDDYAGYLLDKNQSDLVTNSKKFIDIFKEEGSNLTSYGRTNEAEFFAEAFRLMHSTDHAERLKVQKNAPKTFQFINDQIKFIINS
VHR inh abs – DUSP3 (human) phosphatase inhibition | P51452 | recombinant VHR phosphatase, pNPP absorbance | inhibition, % at 13.3 µM | hit rate 0.52% among 290,000; in the data active = inhibition above about 50%; note: some compounds called inactive have numbers as strong as hits
Target sequence (P51452 whole entry, looked up): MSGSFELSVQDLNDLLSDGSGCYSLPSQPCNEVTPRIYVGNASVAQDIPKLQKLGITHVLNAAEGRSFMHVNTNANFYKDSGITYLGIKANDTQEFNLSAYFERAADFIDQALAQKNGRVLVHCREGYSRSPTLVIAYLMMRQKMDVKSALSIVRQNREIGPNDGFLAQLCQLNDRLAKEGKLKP
SARS 3CLpro inh – SARS-CoV 3CLpro protease inhibition; AID 1706; recombinant SARS-CoV 3CLpro, quenched FRET peptide cleavage; P0C6X7; inhibition, % at 6 µM; hit rate 0.14% among 290,000; in the data active = inhibition above about 12%
Starred values were filed as active, the others as inactive. Cut-off read from the data, not from the text of the source, unless noted: active = inhibition above about 30%; inconclusive = no clear call, values can overlap the other calls; inactive = below that. This is a subset, so the mix of outcomes need not match the whole.

How did Cc1nn(-c2ccccc2)c2c1C(c1ccc(F)cc1)C(C#N)=C(N)O2 (centres undefined) do in these assays?
PrPC TRFRET: -1; BoNT A protease: 0.1; CCHF vOTU inh: 0; Rv3671c inh: 5; MazEF act: 3; BoNT F protease: 1; PriA SSB inh: 18; Anthrax LF inh2: 0; VHR inh abs: 30; SARS 3CLpro inh: -3

How did Cc1ccc(C)c(S(=O)(=O)Nc2ccc(S(=O)(=O)Nc3onc(C)c3C)cc2)c1 do in these assays?
PrPC TRFRET: 1; BoNT A protease: 0.1; CCHF vOTU inh: 14; MazEF act: -7; BoNT F protease: 11; PriA SSB inh: -1; Anthrax LF inh2: 0; VHR inh abs: 4; SARS 3CLpro inh: -3

How did O=C(CSc1nnc(-c2ccccc2O)o1)N1CCCCC1 do in these assays?
PrPC TRFRET: -4; BoNT A protease: -1.3; CCHF vOTU inh: 7; Rv3671c inh: 6; MazEF act: -6; BoNT F protease: -19; PriA SSB inh: -20; Anthrax LF inh2: 22; VHR inh abs: 3; SARS 3CLpro inh: -2

What do the screens show for `Cc1cccc(-c2nc(CSCC(=O)N3CCN(c4ccccn4)CC3)c(C)o2)c1`?
PrPC TRFRET: 8; BoNT A protease: -1.4; CCHF vOTU inh: 1; Rv3671c inh: 3; MazEF act: 11; BoNT F protease: -7; PriA SSB inh: 4; Anthrax LF inh2: -5; VHR inh abs: 25; SARS 3CLpro inh: -3

Results for CN(Cc1ccccc1F)c1cc2c(c3c1ccn3C)C1CCC2O1 (centres undefined) ?
PrPC TRFRET: 3; BoNT A protease: -0.4; CCHF vOTU inh: 7; BoNT F protease: 3; Anthrax LF inh2: 4

What do the screens show for `CC(Oc1ccccc1F)C(=O)NNC(=O)CCNC(=O)c1ccccc1Cl` (centres undefined)?
PrPC TRFRET: 4; BoNT A protease: -1.2; CCHF vOTU inh: 3; Rv3671c inh: -1; MazEF act: -4; BoNT F protease: -10; PriA SSB inh: -16; Anthrax LF inh2: 1; VHR inh abs: -9; SARS 3CLpro inh: 1

How did CSc1ccccc1OCc1cc(C(=O)N2CCCC(C)C2)no1 (centres undefined) do in these assays?
PrPC TRFRET: 3; BoNT A protease: 1.0; CCHF vOTU inh: 1; Rv3671c inh: 1; MazEF act: 9; BoNT F protease: -11; PriA SSB inh: -7; Anthrax LF inh2: -2; VHR inh abs: 5; SARS 3CLpro inh: 1

Results for COCCNC(=O)C(=O)NNC(=O)COc1ccc(OC)cc1 ?
PrPC TRFRET: -1; BoNT A protease: 0.1; CCHF vOTU inh: -1; Rv3671c inh: 5; MazEF act: -2; BoNT F protease: -2; PriA SSB inh: -14; Anthrax LF inh2: 0; VHR inh abs: 18; SARS 3CLpro inh: 1

What do the screens show for `COC(=O)CCN(C(=O)C1C2CC3CC(C2)CC1C3)c1ccccn1` (centres undefined)?
PrPC TRFRET: 0; BoNT A protease: -0.6; CCHF vOTU inh: -2; Rv3671c inh: 6; MazEF act: 8; BoNT F protease: -4; PriA SSB inh: -3; Anthrax LF inh2: -5; VHR inh abs: -2; SARS 3CLpro inh: -2

How did COc1ccc(C2C3C=CC(C3)C2C(=O)O)cc1 (centres undefined) do in these assays?
PrPC TRFRET: 6; BoNT A protease: -0.2; CCHF vOTU inh: -6; MazEF act: -6; BoNT F protease: 6; Anthrax LF inh2: -13

What do the screens show for `COc1cc(C(=O)NC(C)c2ccc3ccccc3c2)cc(Cl)c1O` (centres undefined)?
PrPC TRFRET: -3; BoNT A protease: -0.2; CCHF vOTU inh: 3; Rv3671c inh: -8; MazEF act: -2; BoNT F protease: -6; PriA SSB inh: 11; Anthrax LF inh2: 2; VHR inh abs: 12; SARS 3CLpro inh: -2

How did CCOc1ccc(NC(=O)C/C(C)=N/NC(=O)c2cnccn2)cc1 do in these assays?
PrPC TRFRET: -6; BoNT A protease: 2.5; CCHF vOTU inh: -7; MazEF act: 10; BoNT F protease: 8; Anthrax LF inh2: -2; VHR inh abs: 9; SARS 3CLpro inh: -2

What do the screens show for `Cc1ccccc1C(=O)Oc1ccc(Br)cc1C(=S)N1CCCC1`?
PrPC TRFRET: -1; BoNT A protease: inconclusive; CCHF vOTU inh: -2; Rv3671c inh: -1; MazEF act: 0; BoNT F protease: -2; PriA SSB inh: 7; Anthrax LF inh2: -2; VHR inh abs: 16; SARS 3CLpro inh: 4

How did Cc1nc(CSc2nnc(Nc3cccc(C)c3C)s2)cs1 do in these assays?
PrPC TRFRET: 7; BoNT A protease: 0.8; CCHF vOTU inh: -5; Rv3671c inh: -3; MazEF act: 1; BoNT F protease: 15; PriA SSB inh: 9; Anthrax LF inh2: 5; VHR inh abs: 14; SARS 3CLpro inh: 2

Results for COc1cccc(/C=C/C(=C2/C(=O)N(c3ccccc3)N=C2C)c2ccc(C)cc2)c1OC ?
PrPC TRFRET: -4; BoNT A protease: -0.2; CCHF vOTU inh: 5; Rv3671c inh: 6; MazEF act: 8; BoNT F protease: -19; PriA SSB inh: -3; Anthrax LF inh2: -4; VHR inh abs: -8; SARS 3CLpro inh: 0

What do the screens show for `CC(=O)N1CCSc2ccc(S(=O)(=O)Nc3cccc(C)c3)cc21`?
PrPC TRFRET: 18; BoNT A protease: 2.5; CCHF vOTU inh: -6; Rv3671c inh: 1; MazEF act: 3; BoNT F protease: 2; PriA SSB inh: -22; Anthrax LF inh2: 3; VHR inh abs: 2; SARS 3CLpro inh: -9

How did O=c1c(Oc2ccccc2)coc2cc(O)cc(O)c12 do in these assays?
PrPC TRFRET: -10; BoNT A protease: -0.6; CCHF vOTU inh: 4; Rv3671c inh: 7; MazEF act: 2; BoNT F protease: 5; PriA SSB inh: -6; Anthrax LF inh2: 1

How did O=C(CSc1nc(-c2cccs2)cc(C(F)(F)F)n1)NCc1ccco1 do in these assays?
PrPC TRFRET: -11; BoNT A protease: 2.1; CCHF vOTU inh: 15; Rv3671c inh: 0; MazEF act: -4; BoNT F protease: -13; PriA SSB inh: -6; Anthrax LF inh2: -10; VHR inh abs: -10; SARS 3CLpro inh: -2

Results for C[C@@H]1COC(=O)[C@@H](Cc2ccc(F)cc2)C/C=C\C[C@@H](CC(=O)N(CCO)Cc2ccccc2)C(=O)N1 ?
PrPC TRFRET: -1; BoNT A protease: -0.4; CCHF vOTU inh: -8; Rv3671c inh: -3; MazEF act: -1; BoNT F protease: -6; PriA SSB inh: -7; Anthrax LF inh2: -3

Results for COC(=O)c1c(C)cc(O)c(C=O)c1O ?
BoNT A protease: -0.6; Rv3671c inh: 0; MazEF act: 4; BoNT F protease: -2; PriA SSB inh: -16; Anthrax LF inh2: 0

Fetched one by one from the entries so far:
What do the screens show for `CC(Oc1ccccc1F)C(=O)NNC(=O)CCNC(=O)c1ccccc1Cl` (centres undefined)?
PrPC TRFRET: 4; BoNT A protease: -1.2; CCHF vOTU inh: 3; Rv3671c inh: -1; MazEF act: -4; BoNT F protease: -10; PriA SSB inh: -16; Anthrax LF inh2: 1; VHR inh abs: -9; SARS 3CLpro inh: 1

What do the screens show for `Cc1cccc(-c2nc(CSCC(=O)N3CCN(c4ccccn4)CC3)c(C)o2)c1`?
PrPC TRFRET: 8; BoNT A protease: -1.4; CCHF vOTU inh: 1; Rv3671c inh: 3; MazEF act: 11; BoNT F protease: -7; PriA SSB inh: 4; Anthrax LF inh2: -5; VHR inh abs: 25; SARS 3CLpro inh: -3

(more compounds)
How did COc1ccc(/C=C/C(=O)OC(C)CN2CCCCC2)cc1 (centres undefined) do in these assays?
PrPC TRFRET: 10; BoNT A protease: -2.6; CCHF vOTU inh: 12; Rv3671c inh: -3; MazEF act: 5; BoNT F protease: inconclusive; PriA SSB inh: 0; Anthrax LF inh2: 1; VHR inh abs: -7; SARS 3CLpro inh: -3

What do the screens show for `COc1cc([N+](=O)[O-])cc(/C=N/NC(=O)c2cc(C)nc3ccccc23)c1O`?
PrPC TRFRET: -6; CCHF vOTU inh: 5; Rv3671c inh: 23; MazEF act: 2; VHR inh abs: 17; SARS 3CLpro inh: -1

What do the screens show for `Nc1nnc(SCC(=O)OCC(=O)Nc2ccc(Br)cc2)s1`?
PrPC TRFRET: 4; BoNT A protease: -0.3; CCHF vOTU inh: -6; Rv3671c inh: -12; MazEF act: -8; BoNT F protease: 6; PriA SSB inh: -10; Anthrax LF inh2: -2; VHR inh abs: 13; SARS 3CLpro inh: 6

How did CCOC(=O)C1CCCN(C(=O)C2CC(=O)N(c3ccc(C)cc3)C2)C1 (centres undefined) do in these assays?
PrPC TRFRET: -3; BoNT A protease: 0.4; CCHF vOTU inh: 1; Rv3671c inh: 0; MazEF act: 3; BoNT F protease: -3; PriA SSB inh: 3; Anthrax LF inh2: 0; VHR inh abs: 6; SARS 3CLpro inh: -3

Results for Cc1ccc(NC(=O)c2ccccc2)cc1C ?
PrPC TRFRET: -8; BoNT A protease: -0.3; CCHF vOTU inh: 5; Rv3671c inh: 8; MazEF act: -3; BoNT F protease: -4; PriA SSB inh: -12; Anthrax LF inh2: 4

How did COc1ccc(Cl)cc1NC(=O)c1cnccn1 do in these assays?
PrPC TRFRET: -4; BoNT A protease: 3.1; CCHF vOTU inh: 24; Rv3671c inh: -3; MazEF act: 6; BoNT F protease: 9; PriA SSB inh: -13; Anthrax LF inh2: -4; VHR inh abs: 4; SARS 3CLpro inh: 1

Results for CCc1nc(SCC(=O)NNC(=O)c2ccc(C)cc2)c2ccccc2n1 ?
PrPC TRFRET: 98*; BoNT A protease: -2.5; CCHF vOTU inh: 0; Rv3671c inh: 6; MazEF act: 2; BoNT F protease: -10; PriA SSB inh: 7; Anthrax LF inh2: 10; VHR inh abs: 12; SARS 3CLpro inh: -3

Results for Cc1c(NS(=O)(=O)c2ccc3nc(COc4ccccc4Cl)[nH]c3c2)c(=O)n(-c2ccccc2)n1C ?
PrPC TRFRET: 3; BoNT A protease: -0.2; CCHF vOTU inh: 19; Rv3671c inh: 10; MazEF act: 1; BoNT F protease: -4; PriA SSB inh: -17; Anthrax LF inh2: -4; VHR inh abs: 26; SARS 3CLpro inh: 2

Results for COc1ccc(NC(=O)c2oc3ccc(S(=O)(=O)N4CCOCC4)cc3c2C)cc1 ?
PrPC TRFRET: 13; BoNT A protease: -0.4; CCHF vOTU inh: 11; Rv3671c inh: 4; MazEF act: 9; BoNT F protease: -3; PriA SSB inh: -2; Anthrax LF inh2: -2; VHR inh abs: -15; SARS 3CLpro inh: -2

What do the screens show for `CCCc1ccc(OCc2nc(-c3ccc(NC(=O)c4cccs4)cc3)no2)cc1`?
PrPC TRFRET: 0; BoNT A protease: 0.1; CCHF vOTU inh: -5; Rv3671c inh: -3; MazEF act: -31; BoNT F protease: 2; PriA SSB inh: -8; Anthrax LF inh2: -2; VHR inh abs: -7; SARS 3CLpro inh: 4

What do the screens show for `CC(C)CC(=O)Nc1ccc(C(=O)NNC(=O)C(c2ccccc2)c2ccccc2)cc1`?
PrPC TRFRET: 2; BoNT A protease: 1.5; CCHF vOTU inh: 5; Rv3671c inh: -4; MazEF act: 1; BoNT F protease: 11; PriA SSB inh: -8; Anthrax LF inh2: 2; VHR inh abs: 16; SARS 3CLpro inh: 4

Results for Cc1c(Cl)cnc(NC(=O)CSc2n[nH]c(N)n2)c1Cl ?
PrPC TRFRET: 3; BoNT A protease: -0.8; CCHF vOTU inh: 6; Rv3671c inh: 1; MazEF act: -4; BoNT F protease: -4; PriA SSB inh: 4; Anthrax LF inh2: -9

How did O=C(NC1CCCCCC1)c1ccc(N2CCCC2=O)cc1 do in these assays?
PrPC TRFRET: 11; BoNT A protease: -0.8; CCHF vOTU inh: -11; Rv3671c inh: 1; MazEF act: 1; BoNT F protease: 9; PriA SSB inh: -1; Anthrax LF inh2: 3; VHR inh abs: 6; SARS 3CLpro inh: 0

What do the screens show for `O=C(Nc1ccc(CN2CCCCC2)cc1)c1cccc(Br)c1`?
PrPC TRFRET: -7; BoNT A protease: 0.0; CCHF vOTU inh: -7; Rv3671c inh: -10; MazEF act: 6; BoNT F protease: -3; PriA SSB inh: 7; Anthrax LF inh2: -1; VHR inh abs: 9; SARS 3CLpro inh: 0
